Screening results: PubChem BioAssay, National Center for Advancing Translational Sciences (NCATS)
HTT ATP protect: protects HTT-Q103 PC12 cells, measured by ATP; PC12 HTT-Q103 induced, cytoprotection, ATP luminescence, 40 h; Potency, µM (highest dose often 56.4 µM), for the others: cytoprotection (ATP increase), most hits filed as activators; actives 0.14% (n = 230,000); AID 1471;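 also: % of control where 0% means no effect; nearly all actives have a fitted effect of over 45% in size; toxic huntingtin expression switched on by the ecdysone agonist tebufenozide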
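Stable PC12 Q103-GFP cells in serum-supplemented, phenol red-free DMEM; induction by tebufenozide at 100 nM final; compound dose series; cell viability quantified luminescently from ATP.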
HttQ103 aggreg: inhibitors of mutant huntingtin aggregate formation in PC12 cells | Potency, µM (highest dose often 46.1 µM), inactives show at the highest dose activity change, negative = inhibition, actives largely listed as inhibitors | AID 1688 | actives 1.1% (n = 220,000) | PC12 HttQ103-GFP aggregates, Acumen cytometry, 40 h; also: % is scaled to controls: 0 for no effect and ±100 for the full control effect; nearly all actives have a fitted effect of over 60% in size
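Ecdysone-promoter PC12 model expressing HTT exon 1 Q103 fused to GFP, induced by tebufenozide at 100 nM final. Compounds titrated; aggregates sized 1–25 µm scored on a 488 nm laser cytometer.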
KDM4E inh: inhibitors of human JMJD2E histone demethylase. B2RXH2. JMJD2E catalytic domain, FDH-coupled NADH fluorescence (FDH is formaldehyde dehydrogenase). Potency, µM (highest dose often 57.1 µM), for inactives: at the highest dose activity change, negative = inhibition, hits mostly inhibitors. actives 1.6% (n = 230,000); active = well fitted inhibition curve with a large enough effect, not every such curve was filed as active; inconclusive = small, poorly fitted or top-dose-only effect, or another doubt; inactive = no such curve, though single readings can be large or run the other way;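 also: 0% = wells with enzyme and -100% = buffer wells without enzyme; nearly all actives have a fitted effect of over 50% in size; many of its hits are not listed in these tables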
Target sequence (B2RXH2 1-337 limits assumed): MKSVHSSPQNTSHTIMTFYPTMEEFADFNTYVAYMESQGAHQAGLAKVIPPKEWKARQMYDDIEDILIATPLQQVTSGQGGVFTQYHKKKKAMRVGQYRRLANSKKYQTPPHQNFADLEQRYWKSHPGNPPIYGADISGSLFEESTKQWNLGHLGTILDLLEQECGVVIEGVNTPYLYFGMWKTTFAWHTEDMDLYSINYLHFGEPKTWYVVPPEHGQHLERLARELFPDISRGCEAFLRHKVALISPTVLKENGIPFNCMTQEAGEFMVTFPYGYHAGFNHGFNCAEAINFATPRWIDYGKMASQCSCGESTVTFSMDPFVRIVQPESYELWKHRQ
Tau fibril ThT: tau fibrillization inhibition (ThT binding) | P10636 | recombinant tau K18 P301L, heparin-induced fibrillization, ThT fluorescence | Potency, µM (top dose mostly 57.4 µM), without a hit: at the highest dose activity, negative = inhibition, usual class: inhibitors | actives 2.1% (n = 270,000); also: % is scaled to controls: 0 for no effect and ±100 for the full control effect; nearly all actives have a fitted effect of over 55% in size
Target sequence (P10636 561-689 P618L limits assumed): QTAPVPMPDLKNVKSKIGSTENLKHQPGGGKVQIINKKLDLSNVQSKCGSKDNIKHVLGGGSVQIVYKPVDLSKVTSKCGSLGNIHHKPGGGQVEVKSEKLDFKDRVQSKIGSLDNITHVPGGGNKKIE
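Using a mix of unlabeled (15 uM) and Alexa 594-labeled (0.24 uM) tau K18 P301L, heparin-triggered fibrillization over 6 hr at 37 C was scored by ThT fluorescence.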
ALDH1A1 inh: inhibitors of human aldehyde dehydrogenase 1A1; P00352; Purified ALDH1A1, NADH fluorescence, propionaldehyde substrate; Potency, µM (top dose mostly 75.3 µM), for inactives: top-dose activity, negative = inhibition, hits mostly inhibitors; actives 7.3% (n = 220,000); active = well fitted inhibition curve with a large enough effect, not every such curve was filed as active; inconclusive = small, poorly fitted or top-dose-only effect, or another doubt; inactive = no such curve, though single readings can be large or run the other way;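 also: plate controls were no enzyme wells and a reference inhibitor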
Target sequence (P00352 whole entry, looked up): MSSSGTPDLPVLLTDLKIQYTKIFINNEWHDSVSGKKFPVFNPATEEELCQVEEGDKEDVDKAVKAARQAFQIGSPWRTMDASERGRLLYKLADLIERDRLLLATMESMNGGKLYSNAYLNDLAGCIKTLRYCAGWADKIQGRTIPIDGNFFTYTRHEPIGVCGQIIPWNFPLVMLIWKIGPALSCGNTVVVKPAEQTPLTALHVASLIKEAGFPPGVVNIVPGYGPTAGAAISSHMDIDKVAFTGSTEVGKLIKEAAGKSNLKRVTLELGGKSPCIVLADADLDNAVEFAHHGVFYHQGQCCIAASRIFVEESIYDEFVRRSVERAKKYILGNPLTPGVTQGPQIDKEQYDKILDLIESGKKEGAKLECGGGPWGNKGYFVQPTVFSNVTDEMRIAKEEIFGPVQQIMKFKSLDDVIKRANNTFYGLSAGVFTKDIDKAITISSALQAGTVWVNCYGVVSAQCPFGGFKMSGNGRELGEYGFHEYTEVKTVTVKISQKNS
SMN2 splice enh: increases expression of the SMN2 splice variant; HEK293 SMN2-luciferase splicing reporter, luminescence, 30-36 h; Potency, µM (titrated, usually from 46.1 µM), for the others: at the highest dose activity change, positive = activation, hits mostly activators; actives 2.8% (n = 210,000); also: % of control where 0% means no effect; nearly all actives have a fitted effect of over 55% in size
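HEK293 cells carry an SMN2 minigene-luciferase reporter in which exon 7 inclusion puts luciferase in frame. Cells were seeded at 2000 cells/well, attached for 10-12 hours, then exposed to compounds for 30-36 hours at 37C before ONE-Glo luminescence.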
Tau fibril FP: blocks human tau fibril formation measured by polarization; P10636; K18 P301L tau heparin fibrillization, Alexa594 FP, 6 h; Potency, µM (series often up to 57.7 µM), inactives show top-dose activity, negative = inhibition, actives largely listed as inhibitors; actives 0.39% (n = 280,000); also: % is scaled to controls: 0 for no effect and ±100 for the full control effect; nearly all actives have a fitted effect of over 55% in size
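Human K18 P301L fragment (15 uM unlabeled plus 0.24 uM Alexa 594-labeled) in 100 mM sodium acetate pH 7 with compound, aggregation induced by 20 uM heparin for 6 hr at 37 C. ThT (30 uM) added for 1 hr, then Alexa 594 FP read.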
Tau fluor counter: counter-screen for tau fibril formation inhibitors; tau K18 P301L Alexa594 fluorescence, heparin fibrillization; Potency, µM (titrated, usually from 57.7 µM), for inactives: top-dose activity change, negative = decrease; actives 0.93% (n = 280,000); AID 1463; also: % is scaled to controls: 0 for no effect and ±100 for the full control effect; nearly all actives have a fitted effect of over 55% in size
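Human tau K18 P301L (15 uM unlabeled, 0.24 uM Alexa 594-labeled) in 100 mM sodium acetate pH 7 with 20 uM heparin, 6 hr at 37 C. ThT 30 uM added, 1 hr ambient; Alexa 594 FP and total fluorescence read at 555/632 nm.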
The depositor's hits bear a star; ? = inconclusive; / = no result given; & = joins results of further samples; [ ] = remark or other dose. Unless noted, calls follow the shape of the dose curve; as a rule, active = well fitted curve in the direction sought with a large enough effect; inconclusive = small, poorly fitted or top-dose-only effect, or another doubt; inactive = no such curve, though single readings can be large; an effect the other way counts as inactive or inconclusive. Potency is read from the fitted curve at half-maximal effect. These rows are one share of the data; count on the stated rates, not on these rows.

| SMILES | HTT ATP protect | HttQ103 aggreg | KDM4E inh | Tau fibril ThT | ALDH1A1 inh | SMN2 splice enh | Tau fibril FP | Tau fluor counter |
| --- | --- | --- | --- | --- | --- | --- | --- | --- |
| CCc1ccccc1NC(=S)NNC(=O)c1ccccc1Cl | 4% | -14% | 26% | -6% | -8% | 16% | 3% | -4% |
| COC(=O)C1=C(C(=O)OC)[C@@H]2N(Cc3ccccc3)c3ccccc3[C@@]23C[C@@H](C(=O)OC)N(C(=O)C2CCC2)C3=N1 | -13%[10 µM] | / | 5%[11.4 µM] | 5%[11.5 µM] | 14%[13.5 µM] | 3%[9.22 µM] | -1%[11.6 µM] | 0%[11.6 µM] |
| Cc1ccc(OCC(=O)N/N=C/C=C/c2ccco2)cc1C | 14%[10 µM] | 12% | -17% | ? | ? | ? | -2% | -23% |
| CC(C)Cn1cnc2c(N)nc3ccccc3c21 | ? | -12%&20% | 4% | -6% | -1% | -4% | 2% | 1% |
| CCc1ccccc1NC(=O)CSc1nc2c(oc3ccccc32)c(=O)n1-c1ccccc1 | / | / | / | -8% | / | 4% | -11% | -17% |
| Cc1ccccc1N1C(=O)c2ccccc2N2C(=O)c3ccccc3C12 (stereo not given) | -13% | -17% | ? | -1% | ? | 2% | -3% | -8% |
| CN1CCN(CCCCOc2ccccc2-c2ccccc2)CC1 | 2%[10 µM] | 0%[9.22 µM] | ? | -10% | 10µM* | -1% | 4% | -4% |
| C=CCOc1ccccc1/C=C/C(=O)O | -17% | 11% | 0% | -7% | 5% | -13% | 1% | 2% |
| CC(C)CN1CCNC(=O)C1CC(=O)N(C)CC1CCOCC1 (stereo not given) | 12%[10 µM] | 12%[9.22 µM] | ? | -12% | -16% | 6% | -5% | -4% |
| CC[n+]1c(C=C2C=C(C)OC(C)=C2)sc2ccccc21 | -97%[inhibitor] | 4µM* | -7% | 25µM* | ? | -75%[inhibitor] | 1% | 2% |
| Fc1cnc(N2CCOCC2)nc1N1CCOCC1 | / | / | ? | -3% | -8% | -7% | -3% | 0% |
| COc1ccnc(Oc2ccc(C)cc2)c1C#N | -24% | 10% | 5% | -7% | ? | 8% | -3% | -6% |
| Cc1cccc(NC(=O)CCSc2ccccn2)c1 | 6%[10 µM] | -3% | -1% | 1% | ? | 0% | 5% | 1% |
| Cc1occc1C(=O)NCCCCc1ccccc1 | -13% | -18% | 1% | -14% | 18µM* | 13% | 3% | -9% |
| COc1cc2c(cc1OC)C(c1cccs1)N(C(=O)C(C)C)CC2 (stereo not given) | -30% | 6% | -2% | -8% | 7% | 12% | 5% | -6% |
| COc1ccc(/C=c2\sc3nc(=O)c(C)nn3c2=O)c(OC)c1 | -17% | 16% | -5% | -18% | 22µM* | 29% | -1% | -11% |

Of the compounds above, these contain a carbonyl joined to an NH by a bond outside any ring.
| SMILES | HTT ATP protect | HttQ103 aggreg | KDM4E inh | Tau fibril ThT | ALDH1A1 inh | SMN2 splice enh | Tau fibril FP | Tau fluor counter |
| --- | --- | --- | --- | --- | --- | --- | --- | --- |
| CCc1ccccc1NC(=S)NNC(=O)c1ccccc1Cl | 4% | -14% | 26% | -6% | -8% | 16% | 3% | -4% |
| Cc1ccc(OCC(=O)N/N=C/C=C/c2ccco2)cc1C | 14%[10 µM] | 12% | -17% | ? | ? | ? | -2% | -23% |
| CCc1ccccc1NC(=O)CSc1nc2c(oc3ccccc32)c(=O)n1-c1ccccc1 | / | / | / | -8% | / | 4% | -11% | -17% |
| Cc1cccc(NC(=O)CCSc2ccccn2)c1 | 6%[10 µM] | -3% | -1% | 1% | ? | 0% | 5% | 1% |
| Cc1occc1C(=O)NCCCCc1ccccc1 | -13% | -18% | 1% | -14% | 18µM* | 13% | 3% | -9% |

Some values from the list:
Cc1cccc(NC(=O)CCSc2ccccn2)c1 | Tau fibril FP: 5%
Cc1occc1C(=O)NCCCCc1ccccc1 | ALDH1A1 inh: 18µM*

(next part)
| SMILES | HTT ATP protect | HttQ103 aggreg | KDM4E inh | Tau fibril ThT | ALDH1A1 inh | SMN2 splice enh | Tau fibril FP | Tau fluor counter |
| --- | --- | --- | --- | --- | --- | --- | --- | --- |
| CCOC(=O)C1CCCN(C2CCN(Cc3nc(Cc4ccccc4)no3)CC2)C1 (stereo not given) | -25% | 0% | -1% | -2% | 9% | / | 2% | 1% |
| Cc1ccnc(NS(=O)(=O)c2ccc(NS(C)(=O)=O)cc2)n1 | 2%[10 µM] | 3%[9.22 µM] | 10% | / | / | / | -4% | -13% |
| CN1Cc2c(N3CCOCC3)nc3sc(C(=O)c4ccc(Br)cc4)c(N)c3c2CC1(C)C | -8%[10 µM] | 18%[9.22 µM] | ? | ? | / | / | ? | ? |
| CCOC(=O)c1oc2ccccc2c1NC(=O)c1ccccc1OC | -19% | -17% | ? | -11% | ? | -40%[inhibitor] | -16% | -27% |
| CCN(CC)CCCNc1ncnc2ccccc12 | 2%[10 µM] | 13%[9.22 µM] | -5% | -2% | 1% | -5% | -1% | 3% |
| CSc1nncc(/C(C)=N\Nc2ccccc2C)n1 | -3% | -10% | -13% | 0.89µM* | ? | 5% | -20% | -16% |
| COc1ccc(NC(=O)Nc2nnc(-c3ccccc3SCc3ccccc3)s2)cc1 | 14%[10 µM] | 12% | 5% | -6% | -6% | -5% | ? | 3.5µM*[quencher] |
| COc1ccccc1NC(=S)NCCC(c1ccccc1)c1ccccc1 | 8%[10 µM] | ? | -2% | 3% | -8% | -27% | 1% | -29% |
| O=C(COc1ccc(Cl)cc1)NCc1nnc2c3ccccc3c(-c3ccccc3)nn12 | 11%[10 µM] | 18% | -19% | ? | ? | -26% | 4% | -14% |
| COc1ccc(S(=O)(=O)N2CCOCC2)cc1NC(=O)COC(=O)C1=COCCO1 | 4%[10 µM] | -17%[9.22 µM] | 11% | 1% | / | / | 2% | 0% |
| CCOc1ccc(CCNC(=O)c2nnc(Cc3ccc(F)cc3)o2)cc1OCC | 1% | 7% | -5% | -10% | -2% | -9% | -4% | -9% |
| CC(=O)OCC1OC(Oc2cc(OC(C)=O)c3c(=O)cc(-c4ccc(OC(C)=O)cc4)oc3c2)[C@@H](OC(C)=O)C(OC(C)=O)C1OC(C)=O (stereo not given in full) | / | / | 8% | -19% | 12% | -4% | -12% | -18% |
| COc1ccccc1-c1nc(C#N)c(NCc2ccc(F)cc2)o1 | -26% | -11% | ? | -14% | ? | 5% | 13% | ? |
| COc1ccc2oc3ccc(OC)cc3c(=O)c2c1 | -28% | 4% | ? | ? | ? | ? | 17% | -7% |
| CCc1ccc(OCC(=O)Nc2ccc3c(c2)COC3=O)cc1 | -17% | 12% | 13% | ? | 1% | -8% | -7% | -25% |
| O=C(Nc1ccccc1)N[C@H]1C[C@H](C(=O)O)Nc2cc(Cl)cc(Cl)c21 | 4% | / | 4% | -7% | -2% | / | 6% | -8% |
| COc1ccc(CCNC(=O)CCn2c(=O)c3ccccc3n(Cc3ccc(Cl)cc3)c2=O)cc1OC | / | / | / | -17% | / | 18% | -5% | -9% |
| COC(=O)c1c(NC(=O)Cc2cccs2)sc(C)c1C | 5% | -27% | ? | -17% | ? | 0% | -1% | -13% |
| CCOC(=O)c1c(-c2ccccc2)oc2ccc(OC(C)=O)cc12 | -11% | 1% | ? | -23% | ? | -11% | -1% | -25% |
| COc1ccc(C(=O)NC(=S)NNC(=O)Cc2cccs2)cc1 | 11% | -10% | ? | -20% | ? | -27% | 1% | -15% |
| O=C(c1ccccc1F)c1cc2c(cc1[N+](=O)[O-])OCCO2 | -43%[inhibitor] | -15%[9.22 µM] | 3% | -17% | 11µM* | -18% | -5% | ? |
| Cc1ccc2nc3sc(C(=O)N4CCOCC4)c(N)c3cc2c1 | -123%[inhibitor] | 11% | 8% | -17% | -11% | -73%[inhibitor] | 5% | -11% |
| O=C(c1cc(F)ccc1F)C1CCCN(C(=O)CSc2ccccn2)C1 (stereo not given) | 4%[10 µM] | -6%[9.22 µM] | 4% | 8% | -5% | / | 0% | 15% |
| O=C(Nc1ccc(O)c2c(=O)cc(-c3ccccc3Cl)oc12)c1ccc(F)cc1 | 16%[10 µM] | -2%[9.22 µM] | 1% | -7% | / | / | -7% | -16% |

Following part
SMILES,HTT ATP protect,HttQ103 aggreg,KDM4E inh,Tau fibril ThT,ALDH1A1 inh,SMN2 splice enh,Tau fibril FP,Tau fluor counter
CCOC(=O)c1sc(NC(=O)Cc2ccc(F)cc2)nc1C,-79%[inhibitor],-15%,?,-8%,?,-27%,-9%,-26%
Cc1ccc(CNCc2ccccc2)s1,/,/,/,-10%,/,11%,-13%,-19%
Cc1nc2nc(COc3ccccc3)[nH]n2c(=O)c1Cc1ccccc1,4%[0.074 µM],-8%,2%,-8%,-1%,?,-6%,-3%
COCCNC(=S)N1CCc2cc(OC)c(OC)cc2C1COc1cc(C)cc(C)c1 (stereo not given),11%[10 µM],11%,-7%,-15%,3%,?,-3%,-23%
CC(=O)N1CCN(S(=O)(=O)c2ccc(F)c(Cl)c2)CC1,-42%[inhibitor],4%,0%,1%,9%,8%,-3%,-4%
O=c1c2ccccc2nc(SCCN2CCOCC2)n1CCc1ccccc1,-1%[10 µM],2%[9.22 µM],2%,-10%,?,/,-5%,-12%
CC/C(O)=C(\C#N)c1nnc2n1CCCCC2,-4%,13%,-1%,-3%,-12%,3%,2%,-1%
COCCCNC(=O)CCCn1c(SCC(=O)c2ccc(Br)cc2)nc2c(sc3ccccc32)c1=O,/,/,/,4%,/,7%,-11%,-5%
Cc1ccc2c(c1)c(-c1ccccc1)nc1nncn12,-6%,17%,-1%,5%,5%,11%,-3%,-5%
NCc1cccc(-n2cccn2)c1,-3%,18%,4%,-9%,-7%,-7%,-4%,1%
O=C(CN1CCCc2ccccc21)N1CCc2ccccc21,8%[10 µM],18%[9.22 µM],-10%,-13%,/,/,2%,-18%
